High-throughput results as filed in PubChem BioAssay.
mHTT CaM bind = mutant huntingtin-calmodulin interaction inhibitors – biochemical, AlphaScreen, primary screen; AlphaScreen His-mHTT/GST-CaM binding, luminescence; inhibition, % at 15 µM; hit rate 3.6% among 190,000;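 further: 0% = both proteins with DMSO and 100% = one protein alone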
Target sequence (P42858 whole entry, looked up, stated change not applied): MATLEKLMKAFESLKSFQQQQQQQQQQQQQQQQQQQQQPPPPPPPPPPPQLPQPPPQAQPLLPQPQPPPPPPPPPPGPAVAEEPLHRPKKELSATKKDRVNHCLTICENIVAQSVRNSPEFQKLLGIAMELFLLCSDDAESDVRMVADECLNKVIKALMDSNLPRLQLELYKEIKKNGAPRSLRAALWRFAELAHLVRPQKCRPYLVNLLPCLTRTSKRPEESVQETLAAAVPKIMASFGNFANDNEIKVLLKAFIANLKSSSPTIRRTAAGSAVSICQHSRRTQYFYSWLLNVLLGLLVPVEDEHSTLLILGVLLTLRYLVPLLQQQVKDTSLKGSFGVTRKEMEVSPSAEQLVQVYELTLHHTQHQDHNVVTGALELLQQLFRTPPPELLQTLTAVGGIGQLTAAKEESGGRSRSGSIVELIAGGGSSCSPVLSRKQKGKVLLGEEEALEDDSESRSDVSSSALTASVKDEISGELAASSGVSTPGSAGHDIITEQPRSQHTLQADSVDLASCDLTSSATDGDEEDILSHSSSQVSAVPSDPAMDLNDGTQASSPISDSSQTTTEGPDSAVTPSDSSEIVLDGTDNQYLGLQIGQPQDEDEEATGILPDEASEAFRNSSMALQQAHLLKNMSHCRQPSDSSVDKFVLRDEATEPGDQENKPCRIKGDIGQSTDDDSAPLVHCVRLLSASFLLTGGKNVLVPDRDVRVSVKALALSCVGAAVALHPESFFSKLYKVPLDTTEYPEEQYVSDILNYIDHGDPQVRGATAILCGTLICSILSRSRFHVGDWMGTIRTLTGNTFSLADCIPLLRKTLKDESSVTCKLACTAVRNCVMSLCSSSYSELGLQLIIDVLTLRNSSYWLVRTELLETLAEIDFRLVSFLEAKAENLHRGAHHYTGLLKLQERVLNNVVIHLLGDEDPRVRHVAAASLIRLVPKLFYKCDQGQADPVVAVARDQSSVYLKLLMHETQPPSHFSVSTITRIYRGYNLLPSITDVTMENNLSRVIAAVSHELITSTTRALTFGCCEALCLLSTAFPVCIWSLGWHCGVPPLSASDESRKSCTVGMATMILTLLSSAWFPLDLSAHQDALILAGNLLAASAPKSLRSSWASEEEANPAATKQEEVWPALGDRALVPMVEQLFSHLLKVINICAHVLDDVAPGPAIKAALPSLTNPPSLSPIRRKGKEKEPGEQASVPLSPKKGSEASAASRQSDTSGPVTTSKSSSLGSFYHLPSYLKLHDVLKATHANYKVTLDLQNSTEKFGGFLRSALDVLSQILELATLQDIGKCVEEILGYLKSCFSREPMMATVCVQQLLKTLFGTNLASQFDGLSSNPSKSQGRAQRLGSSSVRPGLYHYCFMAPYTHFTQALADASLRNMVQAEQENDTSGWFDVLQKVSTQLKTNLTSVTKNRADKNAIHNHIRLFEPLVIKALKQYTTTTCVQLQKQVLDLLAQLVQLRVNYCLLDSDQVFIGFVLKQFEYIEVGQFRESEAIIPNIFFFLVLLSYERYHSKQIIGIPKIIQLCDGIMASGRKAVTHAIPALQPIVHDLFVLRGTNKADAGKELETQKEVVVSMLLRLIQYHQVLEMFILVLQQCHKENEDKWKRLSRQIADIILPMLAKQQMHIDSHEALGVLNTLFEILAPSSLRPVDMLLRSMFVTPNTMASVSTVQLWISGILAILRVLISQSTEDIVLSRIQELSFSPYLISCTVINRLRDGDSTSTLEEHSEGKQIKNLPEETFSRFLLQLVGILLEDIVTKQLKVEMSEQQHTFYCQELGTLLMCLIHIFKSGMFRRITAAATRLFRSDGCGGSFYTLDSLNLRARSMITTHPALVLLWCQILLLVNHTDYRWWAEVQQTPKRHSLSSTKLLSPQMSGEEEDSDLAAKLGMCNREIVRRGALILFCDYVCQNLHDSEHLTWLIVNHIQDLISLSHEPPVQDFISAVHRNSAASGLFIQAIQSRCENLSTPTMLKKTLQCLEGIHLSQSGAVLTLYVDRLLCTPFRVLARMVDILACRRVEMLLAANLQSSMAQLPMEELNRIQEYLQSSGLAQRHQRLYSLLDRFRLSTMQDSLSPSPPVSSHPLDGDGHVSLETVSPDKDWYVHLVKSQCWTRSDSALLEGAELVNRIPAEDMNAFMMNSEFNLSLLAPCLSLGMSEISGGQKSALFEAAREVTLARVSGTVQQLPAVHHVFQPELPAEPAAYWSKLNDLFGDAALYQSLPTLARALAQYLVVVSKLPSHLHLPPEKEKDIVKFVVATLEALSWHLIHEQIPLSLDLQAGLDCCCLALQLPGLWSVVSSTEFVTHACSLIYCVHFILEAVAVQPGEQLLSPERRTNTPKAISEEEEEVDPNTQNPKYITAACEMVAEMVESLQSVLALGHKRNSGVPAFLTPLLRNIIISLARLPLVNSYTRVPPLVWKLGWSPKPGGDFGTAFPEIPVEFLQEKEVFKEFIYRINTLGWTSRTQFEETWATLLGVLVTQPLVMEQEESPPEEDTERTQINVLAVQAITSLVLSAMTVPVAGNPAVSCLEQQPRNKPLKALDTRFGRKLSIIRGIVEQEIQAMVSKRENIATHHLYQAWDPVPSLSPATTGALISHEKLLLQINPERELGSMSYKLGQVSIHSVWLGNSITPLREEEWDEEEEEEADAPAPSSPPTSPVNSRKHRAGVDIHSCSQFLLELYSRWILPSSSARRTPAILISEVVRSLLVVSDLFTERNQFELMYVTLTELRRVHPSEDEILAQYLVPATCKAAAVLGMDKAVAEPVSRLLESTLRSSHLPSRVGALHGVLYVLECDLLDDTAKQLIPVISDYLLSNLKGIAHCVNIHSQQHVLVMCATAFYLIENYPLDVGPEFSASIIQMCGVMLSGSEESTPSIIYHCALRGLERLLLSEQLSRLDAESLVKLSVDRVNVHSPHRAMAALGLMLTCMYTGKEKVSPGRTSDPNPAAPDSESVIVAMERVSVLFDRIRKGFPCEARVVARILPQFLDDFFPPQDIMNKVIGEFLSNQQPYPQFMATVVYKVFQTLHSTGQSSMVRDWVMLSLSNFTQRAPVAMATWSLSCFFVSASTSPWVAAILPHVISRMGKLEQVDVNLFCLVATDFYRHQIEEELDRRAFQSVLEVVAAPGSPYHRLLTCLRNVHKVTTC
Pf apPOL block = Pf-apPOL inhibitors, biochemical, fluorescence; Plasmodium falciparum apicoplast DNA polymerase (apPOL); Recombinant Pf-apPOL, molecular beacon fluorescence, 1.5 h; inhibition, % at 10 µM; hit rate 0.25% among 210,000
Active calls of the source: *; i = inactive; . = not tested or not shown; & = joins results of further samples. No stated cut-off is given here; in the data, active means inhibition above about 50%; inactive means the rest.

Sample of the layout (20 entries):
SMILES	mHTT CaM bind	Pf apPOL block
N#Cc1cc(Oc2ccc(Cl)cc2)c(N2CCOCC2)cc1C#N	-5	2
CN(CC#N)C(=O)c1ccc2c(c1)CCN2C(=O)C1CC1	4	-2
COc1ccc(CN2CC(C(=O)NCCN3CCOCC3)CC2=O)cc1 (stereo not drawn)	-2	-6
O=C(NCc1ccccc1F)C1CCCN(c2cnc3nccnc3c2)C1 (stereo not drawn)	-3	-2
COc1ccc(C(=O)N2CCN(Cc3ccc4c(c3)OCO4)CC2)cc1OC	6	3
Cc1ccc(-c2nc(C(=O)N3CCCCC3)cs2)s1	-4	-6
CC(C)C[C@@H](CSc1ccc(Br)cc1)N1CCN(CCc2ccccc2)CCC1=O	19&49	-5&-8
Cc1ccc(C2Nc3ccccc3NC3=C2C(=O)CC(c2ccc4c(c2)OCO4)C3)s1 (stereo not drawn)	11&28	-7&-9
CCCC(=O)Nc1ccc(NC(=O)c2cc(Br)ccc2Cl)cc1	2	4
O=c1c2cnc3c(Cl)cccc3c2nc2sccn12	11	7
Cc1cccc(-n2nc3c(c2NC(=O)C2CCCC2)CS(=O)C3)c1C (stereo not drawn)	-3	-2
Cc1ccc(OCC(=O)Nc2cccc(NC(=O)c3cccs3)c2)cc1C	6	-10
Cc1cc2c(c(=O)o1)C(c1ccccc1F)C(C#N)=C(N)O2 (stereo not drawn)	-2	-14
Cc1nnc(NC(=O)CCN2C(=O)CCC2=O)s1	1	-5
NC(=O)c1cc2ccccc2oc1=Nc1ccc(Cl)cc1	-2	0
COCCN1CCC(N2CCCN(S(=O)(=O)c3cccs3)CC2)C1=O (stereo not drawn)	5	-2
COc1ccc(NC(=O)[C@@H]2CC=C[C@@H]3CCN(Cc4ccc(Cl)c(Cl)c4)C(=O)[C@@H]32)cc1	96*	-6
CCOc1ccc(N2C(=O)CCC2(C)C(=O)NCCCOC(C)C)cc1 (stereo not drawn)	3	1
CC1=C(C(=O)N2CCCCC2)C(c2ccc(O)cc2)C2=C(CCCC2=O)N1 (stereo not drawn)	5	-2
Cc1cc(OCC(=O)Nc2ccc(C)c(F)c2)nc(N2CCCC(C)C2)n1 (stereo not drawn)	-5	-1

Results, repeating the preview:
SMILES	mHTT CaM bind	Pf apPOL block
N#Cc1cc(Oc2ccc(Cl)cc2)c(N2CCOCC2)cc1C#N	-5	2
CN(CC#N)C(=O)c1ccc2c(c1)CCN2C(=O)C1CC1	4	-2
COc1ccc(CN2CC(C(=O)NCCN3CCOCC3)CC2=O)cc1 (stereo not drawn)	-2	-6
O=C(NCc1ccccc1F)C1CCCN(c2cnc3nccnc3c2)C1 (stereo not drawn)	-3	-2
COc1ccc(C(=O)N2CCN(Cc3ccc4c(c3)OCO4)CC2)cc1OC	6	3
Cc1ccc(-c2nc(C(=O)N3CCCCC3)cs2)s1	-4	-6
CC(C)C[C@@H](CSc1ccc(Br)cc1)N1CCN(CCc2ccccc2)CCC1=O	19&49	-5&-8
Cc1ccc(C2Nc3ccccc3NC3=C2C(=O)CC(c2ccc4c(c2)OCO4)C3)s1 (stereo not drawn)	11&28	-7&-9
CCCC(=O)Nc1ccc(NC(=O)c2cc(Br)ccc2Cl)cc1	2	4
O=c1c2cnc3c(Cl)cccc3c2nc2sccn12	11	7
Cc1cccc(-n2nc3c(c2NC(=O)C2CCCC2)CS(=O)C3)c1C (stereo not drawn)	-3	-2
Cc1ccc(OCC(=O)Nc2cccc(NC(=O)c3cccs3)c2)cc1C	6	-10
Cc1cc2c(c(=O)o1)C(c1ccccc1F)C(C#N)=C(N)O2 (stereo not drawn)	-2	-14
Cc1nnc(NC(=O)CCN2C(=O)CCC2=O)s1	1	-5
NC(=O)c1cc2ccccc2oc1=Nc1ccc(Cl)cc1	-2	0
COCCN1CCC(N2CCCN(S(=O)(=O)c3cccs3)CC2)C1=O (stereo not drawn)	5	-2
COc1ccc(NC(=O)[C@@H]2CC=C[C@@H]3CCN(Cc4ccc(Cl)c(Cl)c4)C(=O)[C@@H]32)cc1	96*	-6
CCOc1ccc(N2C(=O)CCC2(C)C(=O)NCCCOC(C)C)cc1 (stereo not drawn)	3	1
CC1=C(C(=O)N2CCCCC2)C(c2ccc(O)cc2)C2=C(CCCC2=O)N1 (stereo not drawn)	5	-2
Cc1cc(OCC(=O)Nc2ccc(C)c(F)c2)nc(N2CCCC(C)C2)n1 (stereo not drawn)	-5	-1
COc1ccc(CNC(=O)C2(C)Cc3ccccc3C(=O)N2c2ccc(OC)cc2)cc1 (stereo not drawn)	8	-3
O=C(c1ccc(Br)cc1)N1CCN(c2ccc(F)cc2)CC1	3	-6
CSC(=NS(=O)(=O)c1ccccc1)N1CCCC1	.	-3&-6
Cc1cc(O)c(CN2CCC(C)CC2)c2c1C(=O)C(=Cc1cccnc1)O2	-3	-9
Cc1ccc2cc3cc(C(=O)NC4CCCC(C)C4C)oc3nc2c1 (stereo not drawn)	-9	-6
CCN1CCN(c2ccc(-c3nc(-c4cccc(F)c4)no3)cn2)CC1	0	-4
CC(=O)NCCc1csc(C2CCN(C(=O)NCc3cccc(F)c3)CC2)n1	12	1
Cc1cc(C)cc(NC(=O)C(=O)NCC(C)O)c1 (stereo not drawn)	-4	-7
CSc1ccccc1NC(=O)C(=O)NCC(c1ccccc1Cl)N(C)C (stereo not drawn)	1	-6
COc1ccc(C2C3=C(CCCC3=O)Nc3ncnn32)c(OC)c1 (stereo not drawn)	-1	-3

Quoted from the listing:
In Pf apPOL block, `COc1ccc(CNC(=O)C2(C)Cc3ccccc3C(=O)N2c2ccc(OC)cc2)cc1` (stereo not drawn) is listed with -3
In Pf apPOL block, `CCN1CCN(c2ccc(-c3nc(-c4cccc(F)c4)no3)cn2)CC1` is listed with -4

Next compounds
SMILES	mHTT CaM bind	Pf apPOL block
O=C(Cc1ccc(F)cc1)N1CCCC(COc2ccc(C(=O)N3CCOCC3)cc2)C1 (stereo not drawn)	15	-4
COc1ccc(CNC(=O)C2CCN(CC(C)C)CC2)cc1	-4	-3
O=C(c1ccc(OC(F)(F)F)cc1)N1CCN(CCn2cccn2)CC1	-5	-2
O=S(=O)(CS(=O)(=O)c1ccccc1Cl)c1ccccc1Cl	.	-2
OC(c1ccccn1)C1CCN(Cc2cccc3[nH]ccc23)CC1 (stereo not drawn)	10	0
Cc1ccc(CNC(=O)C(=O)NCc2ccco2)cc1	0	2
CN(C)C(=O)c1cc2c(s1)CCC(C(=O)NCCCN1CCOCC1)C2 (stereo not drawn)	-5	-4
CC(C)NC(=O)c1ccc(OCC2CCCN(C(=O)c3ccc(C#N)cc3)C2)cc1 (stereo not drawn)	18	-6
CN(C)c1ccc(C(=O)NCC2CCN(c3cc(-c4ccncc4)[nH]n3)CC2)cc1	22	-4
CCCc1c2c(cc3c(=O)cc(C(=O)OCC)oc13)CCCC2	.	-4
O=C(Nc1ccc(Cl)cc1Cl)[C@@H]1CC=C[C@@H]2CCN(C3CCCCC3)C(=O)[C@@H]21	-8	-3
Cc1ccccc1OCC(=O)Nc1ccc(NC(=O)c2ccco2)cc1	10	-4
COc1cccc2c(Nc3cccc(Cl)c3C)cc(C)nc12	15	2
CN(C)C(=O)C1=CCN(C(=O)c2ccccc2F)CC1	1	-3
COc1cccc(NC(=O)C2CCCC2)c1	5	2
CC1=C(C#N)C(c2ccc(-c3ccccc3C(F)(F)F)o2)C2=C(CC(C)(C)CC2=O)N1 (stereo not drawn)	.	-11
CSc1cccc(NC(=O)c2csc3c2CCCC3)c1	-25	-3
Cc1ccc(C(=O)N2CCC(CCNS(=O)(=O)c3ccccc3C)CC2)cc1	49	-1
O=C(Nc1nccs1)C1CCN(C(=O)c2cc(-c3ccco3)[nH]n2)CC1	20	27
COc1cc2c(cc1OC)CN(c1ncccn1)CC2	11	7
COc1ccc(S(=O)(=O)CCC(=O)NCc2ccc3c(c2)OCO3)cc1	-13	6
Nc1nonc1/C(=N/O)N1CCN(CCO)CC1	i	.
O=C(OCc1ccccc1)Oc1cncc(C(=O)O)c1	2&-4	2&-1
O=C(Nc1ccc(F)cc1)O[C@@H]1C[C@H]2C[C@@H]1[C@H]1CCCCN1[C@H]2Cc1ccccc1	2	1
CCCCN1CC(C(=O)NCCc2ccc(Cl)cc2)CC1=O (stereo not drawn)	-7	5
Cc1cc(C)c(C)c(C(=O)O)c1C	2	0
Cc1cc(NC(=O)C2CCN(c3ccncc3)CC2)ccc1Br	0	-2
Cc1ccc(NC(=O)C2CC(=O)N(C)C(=Nc3ccc(F)cc3)S2)cc1Cl (stereo not drawn)	22	1
COc1ccc(C2C(C(=O)c3cccs3)=C(O)C(=O)N2CCCN(C)C)c(OC)c1 (stereo not drawn)	0	-7
CCN(CC)c1ncc2c(n1)CCC(C(=O)N1CCSCC1)C2 (stereo not drawn)	5	-5

Overlap with the part before: 2 compounds, followed by the next part.
SMILES	mHTT CaM bind	Pf apPOL block
COc1ccc(C2C(C(=O)c3cccs3)=C(O)C(=O)N2CCCN(C)C)c(OC)c1 (stereo not drawn)	0	-7
CCN(CC)c1ncc2c(n1)CCC(C(=O)N1CCSCC1)C2 (stereo not drawn)	5	-5
O=C(Nc1ccc(N2CCCCS2(=O)=O)cc1)C1CCCCC1	-3	1
CCc1nc(NCC(C)C)c(C#N)c2c1CCCC2	-9	5
CN(C)c1nc(Oc2ccc(OCCOc3ccccc3)nn2)nc(N(C)C)n1	10	-5
CN(C)c1ccc(NC(=O)c2cccc(N3C(=O)CCC3=O)c2)cc1	1	0
C[C@@H]1[C@@H](c2ccccc2)Oc2c(Cl)cccc2S(=O)(=O)N1Cc1ccc(F)cc1F	-6	-4
CN1CCN(CCCNC(=O)C2CCN(c3nnc4ccc(Cl)cn34)CC2)CC1	1	-3
Oc1c(Br)cc(Br)cc1C=Nc1ccccn1	14	.
COC(=O)c1ccc(Oc2ncnc3scc(-c4ccccc4)c23)o1	.	-6
CC(C)c1ccc(OCC(=O)Nc2ccc(-c3nc4ncccc4o3)cc2)cc1	-7	-2
Cc1c(Cl)cccc1NC(=O)NCC1CCN(Cc2ccccc2F)CC1	2	-2
CC1=NN(c2ccc(S(N)(=O)=O)cc2)C(=O)/C1=C/c1ccc(N(C)C)c(Br)c1	14	-4
COc1ccc(-c2nn(C)c(=O)[nH]2)cc1	.	-3
Cc1ccccc1N(C(F)F)S(=O)(=O)c1cc([N+](=O)[O-])ccc1C	15	-5
CNC(=O)N1CCC(n2c(C)nc(C(=O)N3CCN(Cc4ccccc4)CC3)c2C)CC1	8	1
N#CC(=C(O)c1ccco1)c1nc2ccccc2s1	.	-4
Cc1cc(Cl)ccc1NC(=O)N1CCc2c(nc3cc(-c4ccccc4)[nH]n3c2=O)C1	30	-1
CN(C)c1ccc(C(=O)N2N=C(c3cccc(Br)c3)CC2(O)C(F)(F)F)cc1 (stereo not drawn)	-20	3
Cc1ccc(CS(=O)(=O)Cc2ccc(C(=O)NCCCOC(C)C)o2)cc1	1	14
c1cncc(-c2n[nH]c(C3CCCN(Cc4cccs4)C3)n2)c1 (stereo not drawn)	7	4
Cc1ccc(NC(=O)CN(c2ccc(C)c(Cl)c2)S(C)(=O)=O)c(C)c1	-7	-8
CC1OC12C(=O)OC1CCN(C)CC=C(COC(=O)C(C)(O)C2C)C1=O (stereo not drawn)	.	-6
COc1ccc(C(=O)N2CCCC(COc3cccc(C(=O)NC4CC4)c3)C2)cc1F (stereo not drawn)	-1	-4
O=C(c1cc(F)ccc1Cl)N1CCc2c(nc[nH]c2=O)C1	-7	3
COCC(=O)Nc1ccccc1-c1ccccc1	-3	-11
O=C(c1ccc(Cl)cc1)N1CCc2nc(-c3ccc(Cl)cc3)ncc2C1	-1	1
O=C(Nc1ccccc1F)C1CCN(S(=O)(=O)c2cccs2)CC1	-1	1
O=C(NC1C2CC3CC(C2)CC1C3)c1ccc(=O)[nH]n1 (stereo not drawn)	-1	.
Oc1cccc(CN2CCN(C/C=C/c3ccccc3)CC2)c1	2	-5
Nc1c(-c2ccccc2)n[nH]c1-c1ccccc1	14	-6
O=C(Nc1cccc(-c2ncon2)c1)c1cccs1	.	-2&-6
Cc1ccccc1-n1nc2c(c1NC(=O)c1ccco1)CSC2	38	-2
CCc1ccc(C2=CC(c3cc(OC)c(OC)c(OC)c3)n3ncnc3N2)cc1 (stereo not drawn)	4	12
CC1CCN(S(=O)(=O)c2cccc(C(=O)NCc3ccccc3)c2)CC1	-6	-7
OC(COCc1ccccc1)CN1CCN(c2ccccc2F)CC1 (stereo not drawn)	-10	2
CCCc1nc(CC)c2c(=O)[nH]ccn12	6	0
O=C(Nc1ccccc1F)C1Oc2ccccc2NC1=O (stereo not drawn)	-6	0
COc1ccc(C(C)NC(=O)c2c(C)noc2-c2cccc(F)c2)cc1 (stereo not drawn)	-5	-6
Cc1cc(N)nn1-c1ccc(C#N)cc1	-5	-5
CCN(CC)C(=O)C1CN(C(=O)c2ccccc2F)CC1c1ccccc1 (stereo not drawn)	3	0
COCc1cc(=O)[nH]c2c1c(C)nn2C	.	-7
CC(C)(C)NC(=S)NC1CCN(Cc2ccccc2)CC1	.	7
CCCNC(=O)C1CCN(c2cncnc2N2CCCCC2)CC1	-3	-1
CC(=O)n1nc(C)c(Sc2nnnn2-c2ccccc2)c1C	.	2
Cn1ncc(N2CCCC(C(=O)NCCCN3CCc4ccccc4C3)C2)cc1=O (stereo not drawn)	5	-3
CN1C(=O)C(=O)C(=C(O)c2ccc(Br)cc2)C1c1ccc([N+](=O)[O-])cc1 (stereo not drawn)	0	-2
CC(C)(C)OC(=O)N1CCN(CCNC(=O)c2ccc(Cl)cc2)CC1	.	-5&-4
Cc1noc(C)c1S(=O)(=O)N1CCC(CC(=O)NCc2cccc(Cl)c2)CC1	5	-6
O=C(CSc1nnc(N2CCN(c3ccccc3)CC2)s1)N1CCc2ccccc21	-3	1
COCC(=O)NC1CC(=O)N(C2CC2)C1 (stereo not drawn)	-12	1
CCN(Cc1ccccc1)C(=O)CSc1ccccc1	-12	-2
COc1cccc2cc(-c3cc(=O)oc4cc(OC(=O)C5CC5)ccc34)c(=O)oc12	0	-2
COc1ccc(C(=O)Nc2ccc(I)cc2Cl)cc1	-7	2
CSc1nc(SC)c2c3c(sc2n1)COC(C)(C)C3	-3	5
